LmPK inhibitor = qHTS Assay for Inhibitors of Leishmania Mexicana Pyruvate Kinase (LmPK); Q27686; Potency, µM (top dose mostly 57.5 µM), without a hit: top-dose activity change, negative = inhibition, actives largely listed as inhibitors; AID 1721, 2009; hit rate 0.37% among 290,000; purified LmPK, Kinase-Glo ATP luminescence, 1 h; further: potency means the concentration at half of the fitted maximal effect
Target sequence (Q27686 whole entry, looked up): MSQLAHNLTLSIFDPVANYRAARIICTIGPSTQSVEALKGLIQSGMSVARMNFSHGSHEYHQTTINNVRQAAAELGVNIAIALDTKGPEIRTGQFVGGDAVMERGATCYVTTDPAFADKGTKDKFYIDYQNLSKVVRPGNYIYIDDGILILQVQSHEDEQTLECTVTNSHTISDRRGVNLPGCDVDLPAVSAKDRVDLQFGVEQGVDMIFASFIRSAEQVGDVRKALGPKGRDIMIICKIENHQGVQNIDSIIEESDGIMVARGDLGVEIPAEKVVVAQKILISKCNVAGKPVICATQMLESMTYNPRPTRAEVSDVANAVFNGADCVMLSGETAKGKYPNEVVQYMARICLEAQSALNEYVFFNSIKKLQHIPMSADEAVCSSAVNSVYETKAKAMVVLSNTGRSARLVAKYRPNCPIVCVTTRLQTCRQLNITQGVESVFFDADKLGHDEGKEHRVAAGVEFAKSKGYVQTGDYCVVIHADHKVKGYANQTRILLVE
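Purified LmPK (0.1 nM) converted ADP (0.1 mM) to ATP with PEP (0.5 mM) in imidazole buffer pH 7.2 with KCl and MgCl2, 1 h at room temperature. ATP was read by Kinase-Glo luminescence; data normalized to uninhibited and no-enzyme controls.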
Sm TGR inh = qHTS Assay for the Inhibitors of Schistosoma Mansoni Peroxiredoxins; Schistosoma mansoni thioredoxin glutathione reductase (TGR), Q962Y6; purified TGR, DTNB reduction, TNB absorbance 405 nm; Potency, µM (titrated, usually from 114 µM), inactives show at the highest dose activity change, negative = inhibition, hits mostly inhibitors; hit rate 3% among 360,000; further: potency means the concentration at half of the fitted maximal effect; nearly all actives have a fitted effect of over 60% in size
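TGR 20 nM + NADPH 100 uM (dispensed conc.), cpd preinc 15 min RT; start with NADPH (500 uM addition) then DTNB (15 mM addition). Kinetic TNB absorbance, 405 nm filter. Four-parameter Hill fit across titration.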
HCMV inh = qHTS Assay for inhibitors of the human cytomegalovirus (HCMV) | hit rate 4.5% among 410,000 | HFF cells, HCMV-luciferase reporter, 72 h; stronger effect = lower value | activity change, negative = inhibition, % at 57.5 µM; in the data active means activity change below about -60%; inconclusive means no clear call, values can overlap the other calls; inactive means above about -39%
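Screen run at 2 compound doses on HFFs infected with reporter HCMV, MOI 1 PFU/cell. Luciferase activity from cell lysates at 72 h post infection gave inhibition relative to buffer-only and Salinomycin wells.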
AMA1-RON2 inh = qHTS for Inhibitors of AMA1-RON; Towards Development of Antimalarial Drug Lead: Primary Screen | AlphaScreen AMA1-biotinylated RON2 peptide binding | hit rate 0.2% among 360,000 | Potency, µM (highest dose often 58.2 µM), without a hit: at the top dose activity change, negative = inhibition, hits mostly inhibitors | AID 720542, 2013;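 further: potency means the concentration at half of the fitted maximal effect; 0% = vehicle wells and -100% = peptide control; nearly all actives have a fitted effect of over 45% in size; some results filed as inactive show a strong effect at the top dose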
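AMA1 (3D7) with his tag at 25 nM final met compounds first, then biotinylated RON2 peptide at 25 nM; detection used donor plus acceptor beads, 10 µg/mL apiece, read by AlphaScreen after 30 min at room temperature.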
Tb PYK inh = qHTS of Trypanosoma Brucei Inhibitors. hit rate 0.12% among 410,000. Potency, µM (doses to about 76.8 µM), for inactives: top-dose activity, negative = inhibition, usual class: inhibitors. TbPYK enzyme, Kinase-Glo Plus ATP luminescence, 45 min. pyruvate kinase (Trypanosoma brucei), Q57TT1. AID 624173, 2012; further: potency means the concentration at half of the fitted maximal effect; nearly all actives have a fitted effect of over 50% in size
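Assay buffer: 50 mM TEA pH 7.2, 100 mM KCl, 10 mM MgCl2, 0.05% BSA, 0.01% Tween-20. Pyruvate kinase from T. brucei plus substrate met compound, then ADP (130 uM final). Luminescence was read post 45 min RT.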
AmpC no deterg = qHTS Inhibitors of AmpC Beta-Lactamase (assay without detergent). P00811. AmpC nitrocefin hydrolysis, absorbance 480 nm, 0.0001% Triton. Potency, µM (series often up to 57.1 µM), for the others: at the top dose activity change, negative = inhibition, usual class: inhibitors. hit rate 0.52% among 330,000;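 further: potency means the concentration at half of the fitted maximal effect; plate controls were no compound for no effect and no enzyme for full effect; nearly all actives have a fitted effect of over 20% in size; some results filed as inactive show a strong effect at the top dose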
Target sequence (P00811 whole entry, looked up): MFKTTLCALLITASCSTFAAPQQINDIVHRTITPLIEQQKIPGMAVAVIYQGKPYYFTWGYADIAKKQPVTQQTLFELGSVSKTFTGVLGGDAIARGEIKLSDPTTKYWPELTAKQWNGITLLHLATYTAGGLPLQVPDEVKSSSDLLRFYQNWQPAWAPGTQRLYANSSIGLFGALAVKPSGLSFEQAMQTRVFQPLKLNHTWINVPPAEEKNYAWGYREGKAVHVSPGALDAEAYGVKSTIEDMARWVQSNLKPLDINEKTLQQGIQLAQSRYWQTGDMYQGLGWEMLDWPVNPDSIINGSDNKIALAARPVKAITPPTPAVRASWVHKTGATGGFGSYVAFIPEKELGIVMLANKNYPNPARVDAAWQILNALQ
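20 mM phosphate pH 7.0 + 0.01% (detergent screen) or 0.0001% Triton X-100; 5.3 nM AmpC reagent; cpd preinc 15 min RT; nitrocefin (800 uM stock) to start; A480 q20 s × 4 min; Activity was normalised to no-enzyme and no-compound control wells.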
AmpC detergent = qHTS Inhibitors of AmpC Beta-Lactamase (assay with detergent); P00811; AmpC hydrolysis of nitrocefin, absorbance 480 nm, 0.01% Triton; Potency, µM (doses to about 114 µM), inactives show at the top dose activity change, negative = inhibition, actives largely listed as inhibitors; hit rate 0.041% among 370,000; AID 485294, 2010;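 further: potency means the concentration at half of the fitted maximal effect; 0% = no-compound wells and -100% = no-enzyme wells; nearly all actives have a fitted effect of over 25% in size; some results filed as inactive show a strong effect at the top dose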
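AmpC (5.3 nM in the dispensed reagent) in 20 mM phosphate pH 7.0 with 0.01% (detergent screen) or 0.0001% Triton X-100 was preincubated with compounds for 15 min at room temperature. Nitrocefin was then added from an 800 uM solution, and hydrolysis was followed at 480 nm.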
* = called active by the depositor; ? = inconclusive; / = not tested or not shown; [ ] = remark or other dose. Unless noted, the call rests on the fitted dose curve; in most records, active means well fitted curve in the direction sought with a large enough effect; inconclusive means small, poorly fitted or top-dose-only effect, or another doubt; inactive means no such curve, though single readings can be large; an effect the other way counts as inactive or inconclusive. Unless noted, on the % scale 0 is the no-effect control and ±100 the full control effect.

compound	LmPK inhibitor	Sm TGR inh	HCMV inh	AMA1-RON2 inh	Tb PYK inh	AmpC no deterg	AmpC detergent
COc1ccc(OCCSc2nnc(CC(=O)Nc3cccc(Cl)c3Cl)n2C)cc1	1.0%	-27.2%	34.5	8.8%	-8.2%	0.4%	4.6%
CCCn1cc(CN2CCC(n3nccc3NC(=O)CCOc3ccccc3)CC2)c(C)n1	-1.4%	-2.3%	-24.8	1.0%	0.5%	4.7%	?
O=C(O)CCNC(=S)Nc1cccc(F)c1	-4.7%	1.0%	12.9	14.9%	1.3%	-2.3%	-4.2%
COc1cccc(N2C(=O)N(Cc3ccc(C#N)cc3)c3ccccc3S2(=O)=O)c1	/	1.0%	5.6	/	1.5%	/	-4.8%
CCc1ccc(C2C(C#N)=C(N)SC(N)=C2C#N)cc1	9.0%	-33.1%	-6.4	9.9%	4.4%	8.91µM*	-13.2%
COC1CCCN(C(=O)c2ccc(OC3CCN(CCc4ccccc4)CC3)cc2)C1 (stereo not drawn)	1.8%	-1.7%	-1.4	-9.5%	-0.1%	35.5%	3.2%
Cc1cccc(NCc2nnc3n2CCCCC3)c1C	/	6.2%	15.9	/	-9.7%	/	3.3%
CC1(C(=O)NS(=O)(=O)c2cccc(Cl)c2)CCN1C(=O)C1CC1 (stereo not drawn)	/	/	13.7	-7.0%	-0.5%	/	/
O=C(CC1NCCc2ccccc21)Nc1ccccc1Cl (stereo not drawn)	1.2%	60.8%	-38.1	1.0%	-2.4%	-29.2%	2.4%
CC(=O)SC1CC(=O)N(c2c(C)cccc2C)C1=O (stereo not drawn)	-0.1%	14.1µM*	-15.8	-2.3%	2.2%	-19.9%	-4.2%
CC(C)[C@H](NC(=O)C1CCN(S(=O)(=O)c2ccccc2)CC1)C(=O)NCc1ccc(F)cc1	2.4%	-2.7%	7.4	-15.0%	-1.3%	-0.8%	1.6%
CCOC(=O)C1(Cc2ccccc2)CCN(Cc2cccn2-c2cccnc2)CC1	-2.2%	-26.0%	-14.5	-16.8%	-3.1%	56.9%	6.9%
CCOc1ccc(N2C(=O)CC(N(O)c3ccccc3)C2=O)cc1 (stereo not drawn)	3.2%	-34.5%	6.6	-7.5%	-3.3%	-10.7%	?
COc1ccccc1C(=O)N/C(=C\c1cn(S(=O)(=O)N(C)C)c2ccccc12)C(=O)NCCN1CCOCC1	-0.5%	-7.7%	/	-0.6%	-8.1%	1.1%	2.9%
c1ccc(-n2nnnc2CN2CCOCC2)cc1	-0.2%	-6.3%	-68.0*	0.0%	1.8%	1.0%	-11.7%
COc1cccc(/C=N/NC(=O)c2cccc([N+](=O)[O-])c2)c1OS(=O)(=O)c1ccccc1	4.1%	0.5%	41.6	-6.1%	0.9%	-24.4%	3.5%
COc1ccc(/C=C/C(=O)NCCCN2CCCCCC2)cc1	1.5%	?	-4.9	-2.9%	-3.7%	45.5%	?
Cc1nnc(NC(=O)CSc2nc3c(c(=O)n2C)SC(C)C3)s1 (stereo not drawn)	0.6%	3.8%	-5.2	-4.0%	-13.6%	-7.3%	-10.2%
O=C(c1cccc(C(F)(F)F)c1)N1CCN(C2CCCCC2)CC1	-4.9%	0.3%	16.2	-4.4%	0.0%	20.3%	-11.7%
COc1cccc(/C=C2\Sc3ccc(C(=O)NCc4cccnc4)cc3N(C)C2=O)c1	13.6%	-4.4%	0.0	-28.4%	-20.3%	120.2%[activator]	-5.2%
O=C(CCc1ccccc1)Nc1nnc(-c2cccs2)o1	10.5%	-23.3%	6.2	122.5%[activator]	2.4%	-25.3%	-8.7%
CC(C)c1ccccc1NC(=O)COC(=O)CNC(=O)c1ccc(Br)cc1	-2.2%	5.5%	0.0	-6.1%	6.3%	-1.5%	-9.1%
CCc1ccc(NC(=O)CSc2nnc(-c3ccccn3)n2C)cc1	3.9%	0.0%	-21.3	-4.8%	3.1%	2.3%	-7.5%
C=CCn1c(O)c(C=Nc2ccc(N(CC)CC)cc2)c(=O)[nH]c1=O	2.3%	-12.7%	-17.7	-1.1%	-6.6%	-32.0%	?
Cc1sc2ncnc(Sc3nnc4sc5ccccc5n34)c2c1C	2.1%	-10.8%	/	/	/	-21.8%	?
Oc1ccccc1-c1ccn[nH]1	/	/	-7.4	109.4%[activator]	1.3%	-14.5%	/
COc1cc(COCC(O)CN2CCN(Cc3ccccc3)CC2)cc(OC)c1OC (stereo not drawn)	-2.0%	7.3%	-15.1	-3.9%	2.7%	13.1%	9.6%
CS(=O)(=O)N(CC(=O)NCc1ccccc1Cl)C1CCCCC1	-3.6%	-6.0%	-28.9	-1.5%[2.32 µM]	-1.4%	7.2%	0.1%
O=C(O)CCSCC(=O)c1ccc2c(c1)OCCO2	-2.1%	-28.4%	37.7	41.7%[activator]	-17.6%	-16.8%	-11.4%
Cc1c(OCC(=O)N[C@@H](Cc2ccccc2)C(=O)O)ccc2c1oc(=O)c1ccccc12	-6.8%	-13.5%	-16.1	1.0%	-1.2%	-18.4%	-11.8%
Cc1ccc(NC(=O)CSc2nnc(Cc3cccn3C)n2-c2ccc(F)cc2)c(C)c1	12.4%	-4.5%	-32.4	-2.9%	-3.7%	62.5%[activator]	-8.6%
O=c1[nH]c(=S)n(-c2cccc(C(F)(F)F)c2)c(O)c1C=NCCN1CCNCC1	-2.2%	-21.3%	59.6	42.2%[activator]	-6.4%	30.6%	-3.0%
CCN(CC)C(=O)CSc1nnc(-c2cc(-c3ccc(Cl)cc3)nc3ccccc23)o1	-0.1%	-0.4%	-34.6	18.9%	-17.3%	-24.7%	2.8%
O=Cc1ccc(-n2cncn2)cc1	5.7%	11.9%	-33.2	-4.8%	1.9%	-26.3%	3.7%
CC1(C)C(=O)Nc2ccccc2N1C(=O)COC(=O)c1cc(Cl)cc(Cl)c1	/	/	16.7	-12.6%	-21.2%	-15.3%	/
CCN(CC(=O)NCc1ccc(Cl)cc1)C(=O)Cc1ccccc1[N+](=O)[O-]	-0.4%	-32.2%	-35.8	-4.3%	0.5%	-9.2%	6.8%
COc1cc(C(C[N+](=O)[O-])c2c(-c3ccccc3)cc3ccccn23)cc(OC)c1OC (stereo not drawn)	-7.4%	8.91µM*	?	-2.5%	-11.5%	49.5%	-3.2%
CC1(C)CC(=O)C(C(C2=C(O)CC(C)(C)CC2=O)c2cccnc2)C(=O)C1 (stereo not drawn)	-1.7%	?	66.6	-3.3%	-30.2%	0.0%	-1.0%
COc1ccc(CCNC(=O)C2CC3Cn4c(nc5cc(C)c(C)cc54)C3N2C)cc1 (stereo not drawn)	-2.2%	0.0%	-20.2	-2.2%	7.5%	106.5%[activator]	-0.5%
CCOC(=O)c1sc2ncnc(Nc3cccc(C(=O)O)c3)c2c1C	-0.3%	-8.1%	-20.5	-1.5%	2.8%	4.4%	2.9%
CCc1ccccc1NC(=O)/C(=C/c1ccco1)c1ccccc1	3.3%	35.5µM*	-23.9	-20.2%	-5.6%	-27.5%	-13.7%
Cc1ccc2c(C)ccc(O)c2n1	0.6%	-24.0%	1.7	90.6%[activator]	-3.5%	-12.7%	?
O=C(COC(=O)c1ccncc1)NCc1ccccc1	5.8%	-32.5%	-22.8	0.0%	-2.1%	-19.4%	?
Cc1ccc(N2C(=O)C(Cl)=C(N3CCN(C)CC3)C2=O)c(C)c1	-0.4%	?	-20.3	-3.6%	-0.1%	-11.6%	-4.8%
Cc1cc(C)n(CC(O)Cn2c(C)c(C)c3ccccc32)n1 (stereo not drawn)	1.7%	-5.9%	38.3	-8.1%	3.2%	43.2%	0.9%
CCOc1ccc(NC(=O)CSc2nccn(-c3ccc4c(c3)OCCO4)c2=O)cc1	/	-12.4%	-21.1	4.5%	-6.2%	-48.5%	?
CN(C)C(=O)c1ccc(NC(=O)c2ccccc2-c2ccccc2)cc1	-4.0%	1.2%	80.6	-6.1%	-2.0%	0.2%	?
COc1ccc(N2CCN(c3cc(C)nc4ccc(OC)cc34)CC2)cc1	0.7%	-8.4%	-3.2	?	-0.5%	92.8%[activator]	-1.5%
O=C(c1cc(-c2cccc(O)c2)on1)N1CCc2ccccc2C1	4.2%	-0.9%	-18.8	13.2%	-1.9%	-25.5%	?
c1cc2c(c(CC3CO3)c1CC1CO1)OCCOCCOCCOCCO2 (stereo not drawn)	/	/	-16.6	-9.6%	2.8%	/	/

New compounds follow
compound	LmPK inhibitor	Sm TGR inh	HCMV inh	AMA1-RON2 inh	Tb PYK inh	AmpC no deterg	AmpC detergent
O=C(Nc1ccc2c(c1)OCCO2)c1ccc(Br)s1	-19.1%	-1.4%	-5.3	4.5%	7.6%	-31.0%	-19.7%
CCCNC(=O)Nc1ccsc1C(=O)OC	-4.6%	-0.5%	-31.1	2.2%	2.9%	-6.4%	-12.9%
OC(CNCc1ccc(F)cc1)(c1ccc(F)cc1)c1ccc(F)cc1	4.3%	0.8%	41.1	1.4%	/	-7.6%	0.5%
CCOC(=O)c1c(-c2ccco2)csc1NC(=O)COC(=O)c1cnc(C)cn1	/	28.2µM*	-18.5	9.4%	2.5%	38.3%	-8.5%
Cc1cc(C(=O)NNS(=O)(=O)c2cc(C(=O)O)ccc2Cl)c(C)n1-c1ccccc1	/	-32.5%	?	16.0%[11.6 µM]	-8.9%	-25.1%	1.3%
O=C(OCC(=O)N1c2ccccc2Sc2ccccc21)c1cccnc1	4.4%	4.9%	-31.3	-5.1%	5.1%	53.1%	4.7%

Reprinted at random: 2 entries already listed, in no set order.
compound	LmPK inhibitor	Sm TGR inh	HCMV inh	AMA1-RON2 inh	Tb PYK inh	AmpC no deterg	AmpC detergent
CCCNC(=O)Nc1ccsc1C(=O)OC	-4.6%	-0.5%	-31.1	2.2%	2.9%	-6.4%	-12.9%
CCOC(=O)c1c(-c2ccco2)csc1NC(=O)COC(=O)c1cnc(C)cn1	/	28.2µM*	-18.5	9.4%	2.5%	38.3%	-8.5%
